# AI-2 QS modul: Vibrio harveyi AI-2 quorum sensing modulators, primary screen, JMH597 strain, luminescence/OD600 ratio | Vibrio harveyi JMH597 AI-2 luminescence/OD600 ratio, 9 h; hits give low values; strain lacks LuxN and CqsS sensors; 0 = neutral-control median | activity change, % at 7.5 µM | actives 0.4% (n = 300,000) | AID 2094, 2009; in the data active means activity change below about -75%, passing the limit was not always enough; inconclusive means no clear call, values can overlap the other calls;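 further: luminescence divided by OD600 gain over 9 h not by final OD600 alone; inactives centre near 13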
# aSyn 5UTR inh: MLPCN primary screen, SNCA 5' untranslated region. alpha-synuclein 5'UTR reporter, inhibitor activity. inhibition, % (tested at 7.5 µM). actives 0.82% (n = 300,000). AID 1813, 2009; in the data active means inhibition above about 60%; inconclusive means no clear call, values can overlap the other calls;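 further: H4 neuroglioblastoma cells stably carrying SNCA 5'UTR luciferase fusion; 0% = DMSO wells and 100% = positive control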
# HSF1 activator: HSF-1 activators, primary screen, NIH3T3-HGL cells, MG132 stress, luminescence, single point; NIH3T3-HGL HSF-1 luciferase reporter, 8 h; 100% = twice DMSO control signal; activation, % at 9 µM; actives 1.7% (n = 300,000);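 active means mean replicate activation of at least 50% with a set share of replicates each reaching 50%; inconclusive means only one of those two conditions met; inactive means mean below 50% and too few replicates reaching it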;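 further: 0% = median of the neutral control wells and 100% = twice that signal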
# GSK3B inh: human GSK3beta kinase inhibitors, primary screen, biochemical, cell-free homogeneous, HTS | Glycogen synthase kinase-3 beta (Homo sapiens), P49841 | GST-GSK3beta kinase, ADP-Glo luminescence, 60 min; hits give low values | activity score (negative = inhibition), % at 10 µM | actives 0.038% (n = 300,000) | AID 2097, 2009;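 active means more than half of replicate wells score below -50%, meaning over 50% inhibition versus plate controls; inconclusive means some replicates but at most half score below -50%; inactive means no replicate scores below -50%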;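 further: 0% = median DMSO wells and -100% = median GW8510 positive control wells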
# Target sequence (P49841 whole entry, looked up): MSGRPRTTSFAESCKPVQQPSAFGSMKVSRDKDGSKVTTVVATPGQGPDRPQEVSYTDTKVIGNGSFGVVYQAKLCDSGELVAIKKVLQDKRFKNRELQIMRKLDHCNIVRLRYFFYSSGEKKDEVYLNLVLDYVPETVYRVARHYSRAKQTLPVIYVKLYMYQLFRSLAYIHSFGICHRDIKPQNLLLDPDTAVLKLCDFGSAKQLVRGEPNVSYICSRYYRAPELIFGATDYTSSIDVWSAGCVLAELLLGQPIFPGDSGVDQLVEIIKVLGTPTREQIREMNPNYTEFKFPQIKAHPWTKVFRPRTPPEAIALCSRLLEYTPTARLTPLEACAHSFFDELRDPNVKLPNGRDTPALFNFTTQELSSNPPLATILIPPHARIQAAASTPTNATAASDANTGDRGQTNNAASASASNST
#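 test system = GST-tagged human GSK3beta kinase, cell-free | reagent = 25 µM ATP with peptide substrate | dosing = one dose of 10 µM per compound | schedule = 60 min reaction, RT | detection = luminescent ADP-Glo measurement of ADP formed | control set = DMSO neutral wells and GW8510 at 20 µM as positive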
# KLF5 inhibitor: KLF5 expression inhibitors, primary screen, DLD-1 cells, luminescence. DLD-1 KLF5 promoter-luciferase reporter. inhibition, % at 5 µM. actives 0.23% (n = 290,000);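 active means inhibition above a per-plate limit of that plate's mean compound inhibition plus 3 SD, cut at about 60% in these data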;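 further: 0% = DMSO wells and 100% = LY294002 at 200 µM; higher means less KLF5 promoter-driven luciferase light; inactives centre near -14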
# IEC-6 tox: cytotoxicity in IEC-6 intestinal epithelial cells, primary screen, cytotoxicity control for KLF5 inhibitor project, cell-based, luminescence. IEC-6 cytotoxicity, luminescence viability. inhibition, % at 5 µM. actives 0.78% (n = 290,000). AID 1825, 2009; in the data active means inhibition above about 22%;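 further: 0% = plate median of test compound wells and 100% = cytotoxic reference compound wells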
# PolyA inh: polyadenylation inhibitors in yeast reporter cells, primary screen, luminescence, S. cerevisiae | calls only at 12 µM | S. cerevisiae SKY197-pL101 polyadenylation reporter, beta-gal luminescence; efflux-impaired pdr1/pdr3 knockout yeast; score 100 = 6 SD above DMSO | actives 0.02% (n = 300,000) | AID 1875, 2009;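 active means lowest replicate activity score at least 50, where 100 means six control SD above control mean; inconclusive means lowest score under 50 but half or more replicates reach 50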;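 further: yeast exposed to compound for 9 h at 30 °C; higher score means more reporter readthrough which indicates perturbed polyadenylation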
# HSF1 inh: HSF1 inhibitors in luciferase reporter cells, primary screen, cell-based, NIH3T3, luminescence; AID 2098, 2009; activity change, negative = inhibition, % at 7.5 µM (by protocol); actives 0.77% (n = 300,000); NIH3T3-HGL HSE-luciferase, MG132-induced, luminescence 8 h; hits give low values;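 active means more than half of replicate wells show activity change below -50%, luminescence cut by over half; inconclusive means some wells, but at most half, below -50%; inactive means no replicate well below -50%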;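 further: luciferase reports HSF-1 transcriptional activity via heat shock element; 0% = median of DMSO wells and -100% = zero luminescence signal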
# HSP90 inh: HSP90 inhibitors, primary screen, cell lysate, luminescence | Heat shock protein HSP 90 (rabbit reticulocyte lysate; luciferase refolding) | Rabbit reticulocyte lysate, luciferase refolding luminescence, 3 h | inhibition, % at 5.6 µM | actives 0.91% (n = 290,000) | AID 1789, 2009;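 active means inhibition above the screen-wide mean plus 3 SD, computed separately per campaign, cut at about 16% in these data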;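 further: 0% = DMSO wells and 100% = 60 µM geldanamycin wells; inhibitors lower the luminescence because luciferase stays unfolded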
# GSK3A inh: blockers of GSK3A enzyme activity – biochemical, luminescence, cell-free homogeneous, HTS, primary screen; GSK-3 alpha kinase, ADP-Glo luminescence, 60 min; actives 0.1% (n = 320,000); Glycogen synthase kinase-3 alpha (Homo sapiens), P49840; inhibition, % at 10 µM; AID 2650, 2010;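 in the data active means inhibition above about 50%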;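 further: GST-tagged GSK-3 alpha with peptide substrate and 25 µM ATP; 0% = DMSO neutral wells and 100% = GW8510 positive control wells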
# Target sequence (P49840 whole entry, looked up): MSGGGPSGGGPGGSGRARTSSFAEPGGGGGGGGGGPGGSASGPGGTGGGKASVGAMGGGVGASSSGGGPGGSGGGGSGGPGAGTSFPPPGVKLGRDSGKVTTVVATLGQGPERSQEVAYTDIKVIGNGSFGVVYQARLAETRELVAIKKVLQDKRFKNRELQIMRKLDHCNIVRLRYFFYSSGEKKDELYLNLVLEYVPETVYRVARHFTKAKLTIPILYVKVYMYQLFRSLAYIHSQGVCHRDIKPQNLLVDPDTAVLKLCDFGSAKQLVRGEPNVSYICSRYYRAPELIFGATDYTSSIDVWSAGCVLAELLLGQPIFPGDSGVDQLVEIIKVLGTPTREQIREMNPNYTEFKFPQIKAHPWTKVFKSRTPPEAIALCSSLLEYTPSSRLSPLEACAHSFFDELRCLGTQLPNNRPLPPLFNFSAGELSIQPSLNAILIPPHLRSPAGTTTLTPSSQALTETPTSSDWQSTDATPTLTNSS
# * hit, by the source's call; i = inactive; ? = inconclusive; . = not tested or not shown.
SMILES,AI-2 QS modul,aSyn 5UTR inh,HSF1 activator,GSK3B inh,KLF5 inhibitor,IEC-6 tox,PolyA inh,HSF1 inh,HSP90 inh,GSK3A inh
CC[C@H](CO)Nc1nc(Nc2cccc(Cl)c2)c2ncn(C(C)C)c2n1,15,?,35,1,.,.,i,8,.,0
O=C1c2ccccc2C(Nc2ccc(S(=O)(=O)N3CCCCC3)cc2)N1Cc1ccco1 (stereo unspecified),19,-13,12,2,-24,-2,i,12,1,-3
CC(=O)Oc1cc2oc(=O)cc(C)c2cc1Cl,26,-3,-2,-2,-15,-7,i,-8,4,3
CC1CCN(S(=O)(=O)c2ccc3c(c2)C(=NO)c2cc(S(=O)(=O)N4CCC(C)CC4)ccc2-3)CC1,.,.,.,.,18,-3,.,.,0,1
CCOc1ccc(S(=O)(=O)NCc2ccco2)cc1,-2,-4,-26,-4,-7,-6,i,-10,-10,2
CCN(C(=O)CN1C(=O)S/C(=C\c2cccc(Cl)c2)C1=O)C1CCS(=O)(=O)C1 (stereo unspecified),19,-28,?,-3,1,4,i,31,3,-1
O=C(O)CC(c1ccc(Br)cc1)N1Cc2ccccc2C1=O (stereo unspecified),8,-5,-5,-2,-25,7,i,1,5,-3
NNC(=O)CC1NCCN(Cc2ccccc2)C1=O (stereo unspecified),12,-5,5,8,-31,-5,i,-4,1,-3
O=C(NNC(=S)NCC1CCCO1)c1ccc(S(=O)(=O)N2CCOCC2)cc1 (stereo unspecified),11,12,1,2,-25,-3,i,3,-2,0
NC(=O)NOCc1ccc(F)cc1Cl,9,1,-8,2,-28,-10,i,-12,2,-2
CCOc1ccc(C(=O)Nc2cccc(-c3nc4ccccc4[nH]3)c2C)cc1[N+](=O)[O-],31,8,18,1,17,11,i,8,-2,-2
COc1ccc(CNC(=O)CN2CCN(c3ccc(F)cc3)CC2)cc1,16,-5,15,3,-24,4,i,-3,1,0
COCC(=O)N(C)c1nnc(-c2cnccn2)s1,16,-4,-22,3,-11,12,i,-9,2,-2
COc1ccccc1C(=O)NCCNc1ccc([N+](=O)[O-])cc1Cl,30,14,18,-3,-3,-4,i,8,3,6
CCCc1nc(SCC(=O)Nc2cc(Cl)ccc2OC)c2c(=O)n(C)c(=O)n(C)c2n1,34,23,-70,2,-12,5,i,-63*,2,.
O=C(NCC(O)COc1ccc([N+](=O)[O-])cc1)c1ccccc1 (stereo unspecified),24,4,1,3,-7,-3,i,8,-1,-2
CCOc1ccc(S(=O)(=O)N2CC(=O)Nc3ccccc32)cc1,3,-26,-28,-1,17,4,i,-11,2,0
Clc1cccc(Cl)c1Cn1c(-c2cccnc2Cl)nc2ccccc21,20,31,-9,1,-18,0,i,5,1,-1
O=C(c1nc2nc(-c3cccs3)cc(C(F)(F)F)n2n1)N1CCN(Cc2ccccc2)CC1,1,29,-9,6,-4,6,i,4,1,2
CCN(C(=O)CN1CC(C)OC(C)C1)c1c(N)n(Cc2ccccc2)c(=O)[nH]c1=O (stereo unspecified),8,-7,7,0,-34,0,i,-3,0,1

# Part of the list above, with two lines to a compound.
# Below each compound – AI-2 QS modul, aSyn 5UTR inh, HSF1 activator, GSK3B inh, KLF5 inhibitor, IEC-6 tox, PolyA inh, HSF1 inh, HSP90 inh, GSK3A inh
> COc1ccc(CNC(=O)CN2CCN(c3ccc(F)cc3)CC2)cc1
→ 16, -5, 15, 3, -24, 4, i, -3, 1, 0
> COCC(=O)N(C)c1nnc(-c2cnccn2)s1
→ 16, -4, -22, 3, -11, 12, i, -9, 2, -2
> COc1ccccc1C(=O)NCCNc1ccc([N+](=O)[O-])cc1Cl
→ 30, 14, 18, -3, -3, -4, i, 8, 3, 6
> CCCc1nc(SCC(=O)Nc2cc(Cl)ccc2OC)c2c(=O)n(C)c(=O)n(C)c2n1
→ 34, 23, -70, 2, -12, 5, i, -63*, 2, .
> O=C(NCC(O)COc1ccc([N+](=O)[O-])cc1)c1ccccc1 (stereo unspecified)
→ 24, 4, 1, 3, -7, -3, i, 8, -1, -2
> CCOc1ccc(S(=O)(=O)N2CC(=O)Nc3ccccc32)cc1
→ 3, -26, -28, -1, 17, 4, i, -11, 2, 0
> Clc1cccc(Cl)c1Cn1c(-c2cccnc2Cl)nc2ccccc21
→ 20, 31, -9, 1, -18, 0, i, 5, 1, -1
> O=C(c1nc2nc(-c3cccs3)cc(C(F)(F)F)n2n1)N1CCN(Cc2ccccc2)CC1
→ 1, 29, -9, 6, -4, 6, i, 4, 1, 2
> CCN(C(=O)CN1CC(C)OC(C)C1)c1c(N)n(Cc2ccccc2)c(=O)[nH]c1=O (stereo unspecified)
→ 8, -7, 7, 0, -34, 0, i, -3, 0, 1

# Other entries follow:
SMILES,AI-2 QS modul,aSyn 5UTR inh,HSF1 activator,GSK3B inh,KLF5 inhibitor,IEC-6 tox,PolyA inh,HSF1 inh,HSP90 inh,GSK3A inh
CCN(CC)S(=O)(=O)c1cccc(-c2nnc(SCCOc3ccccc3C)o2)c1,38,6,15,0,7,-1,i,12,4,-2
Cc1ccc(-c2nc3ccccc3[nH]2)cc1NC(=O)c1sc2cc(Cl)ccc2c1Cl,17,-60,5,3,-28,4,i,9,1,0
COC(=O)c1cc(-c2ccc(NC(C)=O)cc2)nc2ccccc12,19,-16,15,-5,-11,13,i,-4,-3,-3
Cn1c(N)c(C(=O)COC(=O)CCC(=O)c2cccs2)c(=O)n(C)c1=O,21,-7,14,-2,-9,6,i,-6,5,2
CC(C)C(NC(=O)C12CC3CC(CC(C3)C1)C2)C(=O)N/N=C/C1=C(N2CCOCC2)C(=C\c2ccc([N+](=O)[O-])cc2)/CC1 (stereo unspecified),16,10,2,5,-30,-4,i,-2,-6,0
CC(C)(C)OC(=O)CNC(=O)c1[nH]cnc1C(=O)NC1CCN(C(=O)OC(C)(C)C)CC1,12,15,-12,-8,-9,3,i,-3,0,16
CCOc1ccc(C(=O)COC(=O)c2c(-c3ccccc3)noc2C)cc1,7,-63,8,0,.,.,i,1,.,-1
Cc1ncsc1CCOC(=O)c1cccnc1,23,1,-1,1,-26,-4,i,-10,-1,-3
CCOc1cc(-c2nc(-c3ccc(C)nc3OC)no2)cc(OCC)c1OCC,14,-14,-52,4,1,3,i,-36,2,.
CCOC(=O)C1CCCN(C(=O)c2sc3nc(C)nc(N4CCOCC4)c3c2C)C1 (stereo unspecified),-2,-2,-12,0,-7,-1,i,-2,6,-3
CC(C)CCNc1nnnc2c1sc1nc(N3CCOCC3)c3c(c12)CC(C)(C)SC3,-3,?,-5,0,28,5,.,-6,0,1
Cc1ccc(CCc2nnc(SCC(=O)Nc3cc(Cl)ccc3Cl)n2-c2ccccc2)o1,11,-5,21,3,6,3,i,10,4,.
Cc1ccc(-c2n[nH]c(=S)n2/N=C/C=C\c2ccccc2[N+](=O)[O-])cc1,17,12,12,-1,-17,0,i,3,-3,-2
Cc1ccc(N2CCN(S(=O)(=O)c3cccs3)CC2C)cc1 (stereo unspecified),-14,3,-5,-3,-8,-4,i,-3,1,4
CCN(CC)CCN(Cc1cc2cc3c(cc2[nH]c1=O)OCCO3)C(=S)NCCCN(C)C,14,-7,8,-3,-35,1,i,-5,0,0
Cc1ccc(NC(=O)C2CCN(S(=O)(=O)c3cnc[nH]3)CC2)nc1,25,17,37,-1,-6,-2,i,3,3,-1
Cc1c(/C=C/C(=O)c2ccc(Cl)s2)cnn1C,8,-163,0,-2,-100,4,.,15,0,0
COc1cnc(-c2ccccn2)nc1Sc1ccc(Cl)cc1,17,-3,-23,2,-12,3,i,-19,1,5
Cc1ccc(Cl)cc1N1CCN(S(=O)(=O)c2ccc3[nH]c(=O)c(=O)[nH]c3c2)CC1,31,8,-15,-3,-21,-1,i,0,-1,2
CCCCNC(=O)[C@@H]1CC=C[C@@H]2CCN(Cc3ccc(Cl)c(Cl)c3)C(=O)[C@@H]21,16,-7,13,-1,.,.,i,13,.,1
CCSc1nnc(NC(=O)NCC(F)(F)F)s1,3,-18,10,1,-14,-9,i,-9,1,-3
COc1ccccc1NC(=O)Nc1ccnn1C1CCN(C(=O)c2cscn2)CC1,4,-11,24,4,-48,-2,i,5,5,0
COc1cc(OC)c(NC(=O)C2CCCN2C(=O)OCc2ccccc2)cc1Cl (stereo unspecified),20,-10,-8,2,-4,-5,i,-2,-4,0
Cc1cc2ccccc2n1CCNC(=O)c1ccc(S(=O)(=O)N2CCOCC2)cc1,10,9,-1,-1,-24,1,.,-12,-1,-2
Cc1cccc(C)c1N(CC(=O)N1CCCC1)S(C)(=O)=O,9,4,13,-3,-13,-1,i,-2,0,-2
Cc1ccc(-n2ccnc2SCC(=O)O)cc1C,9,19,-22,1,-14,-5,i,-14,-3,-4
COc1cc(OC)cc(C(=O)NCC(=O)OCC(=O)c2ccc3c(c2)-c2ccccc2C3)c1,6,13,-15,2,-5,-4,i,0,-3,7
COc1ccc(C(=O)NCC(=O)NCc2cc(=O)n(C)c(=O)n2C)cc1,32,-14,-11,2,-15,-4,i,-3,-3,0
O=C(Nc1ccc(Br)cc1)C1CC=CCC1C(=O)OCC1CCCO1 (stereo unspecified),53,-2,2,1,-18,-2,i,4,-1,-1
COCCN(C(=S)Nc1cccc(OC)c1)C1CCN(C(C)=O)CC1,8,-26,22,2,-4,-2,i,9,3,1
CC(C)Cn1c(N)c(C(=O)COC(=O)/C=C/c2ccccc2)c(=O)n(C)c1=O,9,12,-2,4,.,.,i,1,.,1
Cc1nn(Cc2nnc(SCC(=O)Nc3cccc(C(F)(F)F)c3)n2C)c(C)c1[N+](=O)[O-],-1,3,-1,-4,-16,0,i,-17,3,2
Cc1ccccc1OCC(=O)NC(=S)Nc1ccc(Br)c(C)n1,25,52,0,0,0,-1,i,10,-1,-2

# Screening data from PubChem.

# These rows are one share of the data. The share of hits here may be higher or lower than overall.
